Source: PubChem BioAssay (several laboratories)
EphB4 ephrin blk – antagonists of human EphB4-ephrin-B2 interaction; P54760; EphB4 LBD / TNYL-RAW-Alexa532 peptide, fluorescence polarization; inhibition, % at 7 µM; 97,000 tested, 0.15% active;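 active = inhibition above the screen-wide mean inhibition plus 3 SD, cut at about 15% in these data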;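 note: 0% = DMSO wells and 100% = excess unlabeled TNYL-RAW peptide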
Rev-RRE block – HIV Rev-RRE protein-RNA interaction inhibition. Rev peptide-RRE RNA binding, FRET. inhibition, % at 8 µM. 97,000 tested, 0.79% active;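 active = inhibition above the screen-wide mean plus 3 SD, cut at about 35% in these data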;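 note: 0% = median DMSO wells and 100% = median Neomycin B control wells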
Target sequence (P05866 whole entry, looked up): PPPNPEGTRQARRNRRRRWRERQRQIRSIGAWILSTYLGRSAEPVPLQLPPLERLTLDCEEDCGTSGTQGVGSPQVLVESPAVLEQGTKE
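assay system = Cy5-tagged RRE RNA duplex with fluorescein-tagged Rev peptide | incubation = 5 + 15 min at 25 °C | also added = labelled Rev peptide | measure = % inhibition of FRET ratio versus controls | benchmarks = DMSO wells as 0% and neomycin B wells as 100% inhibition | measured by = FRET fluorescence readout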
PLK1 kinase inh – blocks human PLK1 kinase activity; 97,000 tested, 0.53% active; recombinant PLK1 kinase, TR-FRET peptide phosphorylation; inhibition, % at 10 µM; AID 619;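 active = inhibition of 50% or more in the single-concentration screen; inactive = inhibition below 50%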;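 note: 0% = DMSO max control and 100% = H-89 dihydrochloride min control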
MT1-MMP txn act – MT1-MMP promoter transcription activation; HT1080 MT1-MMP promoter luciferase reporter, luminescence, overnight; stronger effect = higher value; activation factor at 10 µM; 86,000 tested, 0.16% active;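 active = activation factor of at least 2 for MT1-MMP transcription at 10 µM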
PLAP activator – activators of human placental alkaline phosphatase | P05187 | purified PLAP enzyme, luminescent substrate read-out; stronger effect = higher value | activation fold at 20 µM | 96,000 tested, 1.2% active | AID 696; in the data active = activation fold above about 2
Target sequence (P05187 whole entry, looked up): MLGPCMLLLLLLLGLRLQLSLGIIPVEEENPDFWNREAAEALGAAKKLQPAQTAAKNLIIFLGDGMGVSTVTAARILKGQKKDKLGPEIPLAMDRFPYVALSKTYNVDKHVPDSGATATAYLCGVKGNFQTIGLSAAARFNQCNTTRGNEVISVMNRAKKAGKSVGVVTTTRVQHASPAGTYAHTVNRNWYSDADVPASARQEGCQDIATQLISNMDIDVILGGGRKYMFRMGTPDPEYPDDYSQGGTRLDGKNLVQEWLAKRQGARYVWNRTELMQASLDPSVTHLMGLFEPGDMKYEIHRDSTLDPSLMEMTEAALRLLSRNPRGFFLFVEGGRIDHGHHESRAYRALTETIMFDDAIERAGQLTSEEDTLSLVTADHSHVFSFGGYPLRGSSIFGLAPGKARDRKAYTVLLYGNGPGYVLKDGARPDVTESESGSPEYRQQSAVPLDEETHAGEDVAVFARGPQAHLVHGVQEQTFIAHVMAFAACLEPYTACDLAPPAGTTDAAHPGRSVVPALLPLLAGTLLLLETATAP
PLK1 PBD inh – Plk1 (human) PBD binding inhibition | P53350 | Plk1 PBD phosphopeptide binding, fluorescence polarization | inhibition, %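 (tested at about 20 µM)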 | 97,000 tested, 0.13% active; in the data active = inhibition above about 34%, passing the limit was not always enough
S1P2 agonist – activates the human S1P2 receptor; activation, % at 4.5 µM; 97,000 tested, 0.46% active; O95136; S1P2-expressing cell line, agonist reporter read-out; in the data active = activation above about 16%;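 note: 0% = vehicle low control and 100% = maximal reference agonist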
Target sequence (O95136 whole entry, looked up): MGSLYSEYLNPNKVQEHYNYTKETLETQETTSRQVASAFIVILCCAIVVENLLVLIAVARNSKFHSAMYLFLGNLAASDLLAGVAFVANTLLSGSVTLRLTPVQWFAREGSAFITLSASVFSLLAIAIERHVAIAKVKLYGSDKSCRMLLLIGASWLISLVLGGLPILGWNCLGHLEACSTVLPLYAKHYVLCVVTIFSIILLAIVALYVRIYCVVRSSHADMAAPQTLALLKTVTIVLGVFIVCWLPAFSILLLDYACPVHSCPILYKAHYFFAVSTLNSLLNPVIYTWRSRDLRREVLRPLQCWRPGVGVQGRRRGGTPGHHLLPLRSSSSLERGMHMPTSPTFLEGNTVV
FAK inh – FAK (human) kinase inhibition | Q05397 | biochemical FAK kinase activity assay | 97,000 tested, 0.84% active | inhibition, %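 (tested at 7 µM)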; in the data active = inhibition above about 19%;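 note: 0% = DMSO and 100% = reference compound high control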
S1P2 antag – antagonists of human S1P2 receptor; inhibition, % at 5 µM; AID 736; 97,000 tested, 0.21% active; O95136; cell-based S1P2 antagonist assay, inhibition at 5 uM; in the data active = inhibition above about 45%;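 note: CRE beta-lactamase reporter cells expressing human S1P2 stimulated with S1P; 0% = agonist at EC80 alone and 100% = agonist plus reference antagonist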
* marks the source's active call; other numbers are inactive results; · = not tested or not shown.

(1) O=C(Nc1ccccc1[N+](=O)[O-])C1C(c2ccccc2)=C1c1ccccc1
(2) CC(=O)C1=C(C)Nc2ncnn2C1c1ccc(Cl)cc1 (stereo unspecified)
(3) COc1ccccc1NC(=O)COc1ccc(CO)cc1Cl
(4) COc1ccc([N+](=O)[O-])cc1N(CC(O)Cn1nnc2ccccc21)S(=O)(=O)c1ccc(C)cc1 (stereo unspecified)
(5) CSc1ccccc1NC(=O)Nc1ccc(Cl)cc1
(6) Fc1ccc(OCc2nnc(SCCN3CCOCC3)o2)cc1
(7) CCS(=O)(=O)N1CCC(C(=O)NCCC2=CCCCC2)CC1
(8) O=C(CSc1nnc(Cc2ccccc2)o1)NCc1ccco1

assay / compound	1	2	3	4	5	6	7	8
EphB4 ephrin blk	2	4	-3	-7	3	-8	-1	2
Rev-RRE block	8	8	16	10	1	-2	3	8
PLK1 kinase inh	-3	-4	-5	-11	5	-5	3	-14
MT1-MMP txn act	·	1	1.2	1.1	1.3	1.3	1.3	1
PLAP activator	0.8	0.9	0.9	1.4	0.8	·	1	0.8
PLK1 PBD inh	-22	11	-13	20	-23	10	20	-27
S1P2 agonist	-4	1	2	-4	-6	-2	-7	-4
FAK inh	-4	-2	1	8	5	-1	-2	-5
S1P2 antag	0	0	-21	-6	-9	-2	3	-2

Five entries drawn at random from the list so far:
(8) O=C(CSc1nnc(Cc2ccccc2)o1)NCc1ccco1
(5) CSc1ccccc1NC(=O)Nc1ccc(Cl)cc1
(6) Fc1ccc(OCc2nnc(SCCN3CCOCC3)o2)cc1
(7) CCS(=O)(=O)N1CCC(C(=O)NCCC2=CCCCC2)CC1
(4) COc1ccc([N+](=O)[O-])cc1N(CC(O)Cn1nnc2ccccc21)S(=O)(=O)c1ccc(C)cc1 (stereo unspecified)

assay / compound	8	5	6	7	4
EphB4 ephrin blk	2	3	-8	-1	-7
Rev-RRE block	8	1	-2	3	10
PLK1 kinase inh	-14	5	-5	3	-11
MT1-MMP txn act	1	1.3	1.3	1.3	1.1
PLAP activator	0.8	0.8	·	1	1.4
PLK1 PBD inh	-27	-23	10	20	20
S1P2 agonist	-4	-6	-2	-7	-4
FAK inh	-5	5	-1	-2	8
S1P2 antag	-2	-9	-2	3	-6

Next part.
(9) Cn1c(=O)[nH]c(=O)c2[nH]c(CN3CCN(C(=O)c4ccco4)CC3)nc21
(10) O=C(C1CCN(S(=O)(=O)c2cccc3nsnc23)CC1)N1CCn2c1nc1ccccc12
(11) CC(C)NS(=O)(=O)c1ccc(N2C(=O)c3ccccc3C2=O)cc1
(12) C/C(O)=C\c1nc(=O)c2c(C)cc(C)nc2n1-c1ccccc1
(13) Cc1cccc(NC(=O)COc2nsnc2N2CCOCC2)c1
(14) COc1ccc(/C=C/C(=O)NC(=S)NNC(=O)c2cccnc2)cc1OC
(15) Brc1cccc(/C=N\n2cnnc2)c1
(16) CCn1c(SCC(=O)NC(C)c2ccccc2)nc2ccccc21 (stereo unspecified)

assay / compound	9	10	11	12	13	14	15	16
EphB4 ephrin blk	-3	-8	0	1	-2	7	6	-1
Rev-RRE block	8	0	6	-1	-1	1	3	0
PLK1 kinase inh	10	4	-4	-8	-19	-7	-12	-5
MT1-MMP txn act	1.2	1	1.1	1.2	1.3	·	1.1	·
PLAP activator	0.9	1.1	1.2	0.9	1	2*	0.9	0.7
PLK1 PBD inh	-12	-8	-17	20	17	-18	-14	8
S1P2 agonist	-1	-4	0	-3	-2	-6	-5	-4
FAK inh	0	-6	-2	-2	1	4	5	0
S1P2 antag	-11	7	-11	-13	-1	8	7	-5

(17) C=CCn1c(N)c(C(=O)NC2CCCCC2)sc1=S
(18) CCOCCn1c(CCCO)nc2ccccc21
(19) CCOC(=O)c1ccc2nc3c(cc2c1)CCS3
(20) Nc1nc2ccccc2n1CCN1CCCC1
(21) COc1ccc(C(=O)NCC(=O)OCC(=O)c2ccc3c(c2)OCCO3)cc1
(22) CN(C)CC(=O)c1ccc(-c2ccccc2)cc1
(23) O=C(CSc1nc2ccccc2n1CC(=O)N1CCCC1)N1CCN(C(=O)c2ccco2)CC1
(24) Cc1ccc(NC(=S)NC(NC(=O)C(C)(C)C)C(Cl)(Cl)Cl)c(C)c1 (stereo unspecified)

assay / compound	17	18	19	20	21	22	23	24
EphB4 ephrin blk	-5	1	6	1	-1	-8	-2	4
Rev-RRE block	-1	3	7	1	3	-1	-1	-4
PLK1 kinase inh	-14	-6	-3	-16	-18	-15	-15	-5
MT1-MMP txn act	1	1.1	1.7	1.1	·	1	1.1	·
PLAP activator	0.9	0.9	0.8	0.9	1	1	·	1.3
PLK1 PBD inh	2	17	14	-14	1	8	-10	-41
S1P2 agonist	-3	-3	-8	-2	0	-1	-6	-6
FAK inh	1	0	5	0	0	-2	1	-6
S1P2 antag	-3	10	11	7	-5	3	4	18

(25) COc1ccc(-n2cnc3ccccc32)cc1
(26) COc1cccc(NC(=O)CNC(=O)c2ccccc2)c1
(27) Cc1cc(C)c2oc(-c3ccc(Cl)c(NC(=O)c4ccc(C#N)cc4F)c3)nc2c1
(28) CC(=O)NC(CCS(C)(=O)=O)C(=O)Nc1ccccc1Cl (stereo unspecified)
(29) O=c1oc2ccccc2n1CCc1ccccc1
(30) O=C(Nc1ccc2c(c1)CCC2)c1cccc(S(=O)(=O)N2CCN(c3ccccc3)CC2)c1
(31) CC(=O)c1c(C)[nH]c(C(=O)NC2CCCCC2)c1C
(32) O=C(c1cccs1)N1CCC(Cc2ccccc2)CC1

assay / compound	25	26	27	28	29	30	31	32
EphB4 ephrin blk	1	5	-5	-3	6	2	-2	0
Rev-RRE block	6	1	6	11	3	6	-1	4
PLK1 kinase inh	1	-16	-5	-10	-6	-14	-10	-6
MT1-MMP txn act	1.5	1.4	1.5	1.1	1.1	·	1.2	·
PLAP activator	1	0.8	1.1	1.2	1	1.5	1	·
PLK1 PBD inh	-6	-5	10	0	16	3	16	9
S1P2 agonist	-2	2	-4	-7	-1	-4	-12	-8
FAK inh	2	0	-2	1	3	2	-2	1
S1P2 antag	5	-30	7	10	30	17	22	6

(33) CCC(=O)N(CCC(Cc1ccccc1)c1ccc2c(c1)OCO2)Cc1ccccc1F (stereo unspecified)
(34) O=C(c1csc2ccccc12)N1CCN(c2ccccn2)CC1
(35) COCCn1c(C)cc(C(=O)COC(=O)CCN2C(=O)c3ccccc3C2=O)c1C
(36) CCCCCCCC(=O)Nc1ccc(C(=O)N/N=C/c2cccc([N+](=O)[O-])c2)cc1
(37) c1ccc(CSc2nnc(-c3sccc3-n3cccc3)o2)cc1
(38) CCCCOc1ccc(-n2nc(C)cc2C)nn1
(39) O=C(CSc1nnc(-c2ccncc2)n1Cc1ccco1)Nc1nc(-c2ccccc2)cs1
(40) CCOc1ccc(CC(=O)OCN2C(=O)c3ccccc3C2=O)cc1

assay / compound	33	34	35	36	37	38	39	40
EphB4 ephrin blk	3	0	2	-5	4	1	1	0
Rev-RRE block	2	3	-1	7	12	2	3	2
PLK1 kinase inh	-2	-10	-7	-6	-7	-13	-8	-14
MT1-MMP txn act	·	1	1	·	·	1.5	·	1.2
PLAP activator	1.3	0.9	0.9	0.9	0.8	0.9	0.9	1
PLK1 PBD inh	2	18	29	12	-11	-4	-4	24
S1P2 agonist	-3	-12	-4	-4	-5	-5	-4	-1
FAK inh	-3	4	-2	34*	2	0	4	-7
S1P2 antag	4	-3	24	5	13	-4	12	-1

(41) Cn1c(SCC(=O)c2ccc(F)cc2)nnc1-c1ccccc1N
(42) CC(C)(NO)/C(=N\O)c1ccccc1
(43) COc1ccc(N(CC(=O)NN=C2CCCCCCC2)S(=O)(=O)c2ccccc2)cc1Cl
(44) O=C(NCCO)c1ccc2[nH]c3ccccc3c2c1
(45) CCCCc1nc(NCCN)c(C#N)c2c1CSC(C)(C)C2
(46) CCOC(=O)C1CCN(c2nc(-c3ccccc3)nc3c2oc2ccccc23)CC1
(47) C=CCSc1n[nH]c(-c2ccccc2)n1
(48) Cc1c(Cl)cccc1Nc1nc(N)nc(CSCCO)n1

assay / compound	41	42	43	44	45	46	47	48
EphB4 ephrin blk	-1	-4	10	-1	-5	-4	-2	-5
Rev-RRE block	7	2	5	6	14	9	12	1
PLK1 kinase inh	-12	-5	-14	-7	-4	-7	1	-14
MT1-MMP txn act	1.6	1.1	·	·	1.4	1.2	1.4	1.1
PLAP activator	0.9	1.1	1.5	0.9	1.5	1.5	0.8	·
PLK1 PBD inh	-15	19	-10	-28	4	-1	4	-2
S1P2 agonist	-1	-4	-3	-9	-2	-5	-3	-11
FAK inh	3	0	1	0	-3	5	-1	1
S1P2 antag	9	-8	-9	7	-20	11	13	11

2 entries from above, as labelled records.
(46) CCOC(=O)C1CCN(c2nc(-c3ccccc3)nc3c2oc2ccccc23)CC1
  EphB4 ephrin blk = -4	Rev-RRE block = 9	PLK1 kinase inh = -7	MT1-MMP txn act = 1.2	PLAP activator = 1.5	PLK1 PBD inh = -1	S1P2 agonist = -5	FAK inh = 5	S1P2 antag = 11
(47) C=CCSc1n[nH]c(-c2ccccc2)n1
  EphB4 ephrin blk = -2	Rev-RRE block = 12	PLK1 kinase inh = 1	MT1-MMP txn act = 1.4	PLAP activator = 0.8	PLK1 PBD inh = 4	S1P2 agonist = -3	FAK inh = -1	S1P2 antag = 13

(listing goes on)
(49) Cc1ccc(NC(=O)Cn2c(=O)n(Cc3ccco3)c(=N)c3c4c(sc32)COC(C)(C)C4)cc1
(50) CCOc1c2ccc(C(=O)NCc3ccc(OC(F)(F)F)cc3)cc2nn1CC
(51) Cc1nn(-c2ccccn2)c2c1-c1nc(N)ncc1CC2
(52) CCc1nc2ccc(C)cc2c(C(=O)NC2CCCCC2C)c1C (stereo unspecified)
(53) COc1ccccc1CNC(=O)CCN1C(=O)COc2ccccc21
(54) COc1ccc(C2CC(=O)c3c(ccc4ccccc34)N2)cc1OC (stereo unspecified)
(55) CCCCCn1c(SCc2ccncc2)nc2cc(C(=O)NCc3ccco3)ccc2c1=O
(56) O=C(c1ccccc1Br)N1CCN(c2ccccc2)CC1

assay / compound	49	50	51	52	53	54	55	56
EphB4 ephrin blk	-10	-1	8	6	-3	3	-2	-9
Rev-RRE block	5	8	-1	1	6	7	-3	-1
PLK1 kinase inh	-7	-7	-1	-7	3	-15	-8	-12
MT1-MMP txn act	1	·	1.9	·	1.1	·	1	1
PLAP activator	1	1	1	1.2	0.9	1.4	1.2	0.9
PLK1 PBD inh	-5	-18	18	-34	-14	-15	12	-5
S1P2 agonist	-6	-6	-7	-1	-7	-6	-8	-6
FAK inh	-1	-2	12	11	-3	0	4	-2
S1P2 antag	-4	10	11	16	6	11	3	7

(57) Cn1ccnc1SCC(=O)Nc1cc(C(F)(F)F)ccc1N1CCOCC1
(58) CC(=O)c1c(N)[nH]c(-c2ccccc2)nc1=S
(59) COc1cccc(C(=O)N(Cc2ccc3c(c2)OCO3)Cc2nc3ccccc3c(=O)[nH]2)c1
(60) O=C(NCCC1=CCCCC1)C(c1ccccc1)c1ccccc1
(61) C/C(CC(=O)Nc1ccccc1-c1ccccc1)=N\NC(=O)COc1ccc(C)cc1Br
(62) COc1ccc(NC(=O)c2cc(CN3C(=O)c4ccccc4C3=O)ccc2OC)cn1
(63) O=C(NCC1CCCO1)C1c2ccccc2C(=O)N1Cc1ccc2c(c1)OCO2 (stereo unspecified)

assay / compound	57	58	59	60	61	62	63
EphB4 ephrin blk	-5	-2	3	6	2	5	10
Rev-RRE block	5	5	5	-1	-1	4	7
PLK1 kinase inh	-9	-9	-9	-7	-1	-4	-13
MT1-MMP txn act	·	1.2	1.1	·	1.1	1	1.1
PLAP activator	1.1	1	1.5	0.9	1.6	1.2	1
PLK1 PBD inh	-7	-1	9	21	1	-9	-8
S1P2 agonist	-4	-2	-3	-5	-8	1	-5
FAK inh	0	8	4	3	0	3	4
S1P2 antag	6	15	4	-5	-1	-24	6
